# FBW7 activator – activators of human E3 ligase FBW7; AID 1259310; actives 0.13% (n = 650,000); AlphaScreen FBW7–phospho-cyclin E peptide binding, activator screen; Q969H0; normalized activity (activation), % at 26.1 µM; in the data active means normalized activity above about 1.9%;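 further: purified mutant Fbw7 with reduced substrate affinity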
# MITF primary – inhibitors of human MITF; AlphaScreen MITF homodimerization, bead proximity signal; inhibition, % at 2.6 µM; actives 0.91% (n = 650,000); AID 1259374; O75030; in the data active means inhibition above about 50%;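 further: 0% = vehicle wells with protein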
# Target sequence (O75030 whole entry, looked up): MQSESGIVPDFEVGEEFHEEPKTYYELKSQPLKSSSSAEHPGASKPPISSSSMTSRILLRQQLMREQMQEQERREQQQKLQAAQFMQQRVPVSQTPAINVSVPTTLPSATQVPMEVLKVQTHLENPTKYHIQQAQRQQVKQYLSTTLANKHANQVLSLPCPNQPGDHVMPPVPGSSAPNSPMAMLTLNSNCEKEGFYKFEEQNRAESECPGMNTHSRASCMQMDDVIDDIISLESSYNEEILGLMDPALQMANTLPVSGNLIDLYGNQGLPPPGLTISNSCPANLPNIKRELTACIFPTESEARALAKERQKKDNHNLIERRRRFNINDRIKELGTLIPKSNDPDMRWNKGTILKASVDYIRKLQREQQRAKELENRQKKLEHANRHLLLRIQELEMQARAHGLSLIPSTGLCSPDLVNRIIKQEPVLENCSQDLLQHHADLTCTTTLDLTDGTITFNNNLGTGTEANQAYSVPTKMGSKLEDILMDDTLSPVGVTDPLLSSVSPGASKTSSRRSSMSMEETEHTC
# GPR151 activ – human GPR151 activation | Q8TDV0 | PathHunter beta-arrestin GPR151 cells, luminescence | activation, % at 11.2 µM | actives 1% (n = 650,000); in the data active means activation above about 4.9%;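 further: 0% = median of compound wells and 100% = cells with positive control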
# Target sequence (Q8TDV0 whole entry, looked up): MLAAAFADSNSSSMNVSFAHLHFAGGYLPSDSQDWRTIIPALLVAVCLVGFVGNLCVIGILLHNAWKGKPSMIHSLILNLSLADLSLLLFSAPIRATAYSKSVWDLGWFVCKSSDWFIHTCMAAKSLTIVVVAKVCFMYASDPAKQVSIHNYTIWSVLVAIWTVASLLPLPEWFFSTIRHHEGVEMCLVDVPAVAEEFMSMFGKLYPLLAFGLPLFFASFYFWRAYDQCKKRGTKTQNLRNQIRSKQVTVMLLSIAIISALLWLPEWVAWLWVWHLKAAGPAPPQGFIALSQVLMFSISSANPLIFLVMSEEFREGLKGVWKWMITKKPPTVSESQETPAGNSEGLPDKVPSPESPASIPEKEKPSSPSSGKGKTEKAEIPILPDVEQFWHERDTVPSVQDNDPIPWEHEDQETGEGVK
# TEAD-YAP inh – TEAD-YAP interaction inhibition | HEK-TIYL cells, TEAD-Gal4/YAP UAS-luciferase luminescence | inhibition, % at 9.12 µM | actives 1.4% (n = 640,000); in the data active means inhibition above about 32%;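 further: 0% = median of test compound wells and 100% = reference inhibitor wells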
# An asterisk follows results filed as active; & = joins results of further samples.
# Values in the order – MITF primary | TEAD-YAP inh | FBW7 activator | GPR151 activ
> Cc1cc(N(C)Cc2ccccc2)nc(-c2ccccc2)n1
    -5 | -2 | 0.1 | 0.5
> CC(=O)Nc1cc(Cl)ccc1OS(=O)(=O)c1ccc(C)cc1
    2 | 8 | 0.1 | -1.0
> COc1ccc(CCNc2nc(Nc3cccnc3)ncc2C)cc1
    9 | 5 | 0.3 | -2.6
> Cc1ccc(N2C(=O)c3ccccc3NC2c2ccc(F)cc2)cc1 (stereo not given)
    9 | -35 | 0.2 | -0.7
> C=CCn1c(SCC(=O)c2ccc(OC)cc2)nnc1C(C)NC(=O)c1ccccc1 (stereo not given)
    3 | 4 | 0.1 | 0.6
> CCn1c(=O)c2c(nc(SCC(=O)c3ccccc3)n2C)n(C)c1=O
    11 | -1 | 0.1 | -0.5
> COc1ccc(-c2ccc3c(c2)COC2(CCN(C(=O)c4ccoc4)CC2)O3)c(OC)c1
    26 | 4 | 0.4 | 0.2
> C=CCNC(=S)NC(=O)c1ccc(F)cc1
    -8 | -18 | 0.0 | 0.5
> COc1cccc(-c2nc(CS(=O)CC(=O)NC3CCCC3)c(C)o2)c1 (stereo not given)
    13 | 2 | 0.0 | 0.4
> CCOc1ccc(NC(=O)c2ccc(F)c(S(=O)(=O)N3CCN(c4cccc(C)c4C)CC3)c2)cc1
    0 | 14 | -0.1 | 0.7
> O=C(c1nn2c(c1Br)NC(c1ccc(Br)o1)CC2C(F)(F)F)N(Cc1ccccc1)c1ccccc1 (stereo not given)
    -1 | 31 | -0.1 | -0.2
> CC(C)n1cnc2cc(NCc3ccncc3)ccc21
    -6 | -9 | -0.1 | -0.1
> Cc1cccc(C)c1NC(=O)N1CCN(C2CCCCC2)CC1
    -27 | -8 | 0.6 | 0.0
> CCOc1ccccc1C(=O)NC1(C(F)(F)F)NC(=O)N(c2ccc(OC)cc2)C1=O (stereo not given)
    -14 | -2 | 0.2 | -1.1
> O=C(O)COc1ccc(/C=C/c2nc(-c3ccccc3O)n[nH]2)cc1
    -5 | 7 | -0.1 | -2.0
> O=C(Nn1c(SCc2ccc(F)cc2Cl)nc2ccsc2c1=O)c1ccccc1
    3 | -4 | 0.1 | 0.3
> CS(=O)(=O)N(CC(=O)NCc1cccnc1)c1cc(C(F)(F)F)ccc1Cl
    3 | -11 | 0.1 | -0.5
> CC(C)(C)c1csc2ncc(C(=O)NCc3ccco3)c(=O)n12
    8 | -1 | 0.2 | 2.2
> CCC(C)NC(=O)Cn1c(=O)oc2cc(S(=O)(=O)NC3CCCC3)ccc21 (stereo not given)
    5 | 17 | 0.1 | 0.7
> COc1ccccc1CN1CCNC(=O)C1CC(=O)N1CCOCC1 (stereo not given)
    8 | -2 | 0.0 | -1.2
> Cc1nnc(NC(=O)C2CCCN2S(=O)(=O)c2ccc(C(F)(F)F)cc2)s1 (stereo not given)
    5 | -5 | 0.1 | -0.5
> C=CCn1c(=O)c(C(=O)Nc2nc(C)cs2)c(O)c2ccccc21
    0 | 2 | 0.1 | -0.3
> COc1ccc(-c2noc(CCC(=O)N(C)c3cccc(Cl)c3)n2)cc1
    2 | -7 | 0.1 | -0.3
> CCCCc1nnc2n1N=C(c1ccc(Br)cc1)CS2
    12 | 2 | 0.2 | -2.4
> Cn1c(=O)c2ncn(CC(=O)NCCOc3ccc(C(C)(C)C)cc3)c2n(C)c1=O
    9 | 6 | 0.1 | 0.3
> CC(C)(C)C(=O)N1CCN(Cc2nnnn2-c2ccc(Cl)cc2)CC1
    -12 | 2 | -0.1 | -1.6
> CC(=O)NC1=NC(=O)C(CC(=O)c2ccc(C)cc2)S1 (stereo not given)
    2 | 4 | -0.3 | -0.5
> COCC(C)NS(=O)(=O)c1ccc(OC)cc1 (stereo not given)
    -9 | 11 | -0.2 | 1.1
> Cc1nnc(NC(=O)CSc2nnc3c(n2)[nH]c2ccc(F)cc23)s1
    -7 | 4 | -0.1 | -0.5
> Nn1c(SC/C=C/c2ccccc2)nnc1-c1ccco1
    17 | -2 | 0.2 | -1.0

# As a working copy, four of the compounds above:
# Values in the order – MITF primary | TEAD-YAP inh | FBW7 activator | GPR151 activ
> Cc1nnc(NC(=O)C2CCCN2S(=O)(=O)c2ccc(C(F)(F)F)cc2)s1 (stereo not given)
    5 | -5 | 0.1 | -0.5
> C=CCn1c(=O)c(C(=O)Nc2nc(C)cs2)c(O)c2ccccc21
    0 | 2 | 0.1 | -0.3
> COc1ccc(-c2noc(CCC(=O)N(C)c3cccc(Cl)c3)n2)cc1
    2 | -7 | 0.1 | -0.3
> CCCCc1nnc2n1N=C(c1ccc(Br)cc1)CS2
    12 | 2 | 0.2 | -2.4

# 4 of the compounds above, as labelled records.
> Cc1nnc(NC(=O)C2CCCN2S(=O)(=O)c2ccc(C(F)(F)F)cc2)s1 (stereo not given)
  MITF primary: 5 | TEAD-YAP inh: -5 | FBW7 activator: 0.1 | GPR151 activ: -0.5

> C=CCn1c(=O)c(C(=O)Nc2nc(C)cs2)c(O)c2ccccc21
  MITF primary: 0 | TEAD-YAP inh: 2 | FBW7 activator: 0.1 | GPR151 activ: -0.3

> COc1ccc(-c2noc(CCC(=O)N(C)c3cccc(Cl)c3)n2)cc1
  MITF primary: 2 | TEAD-YAP inh: -7 | FBW7 activator: 0.1 | GPR151 activ: -0.3

> CCCCc1nnc2n1N=C(c1ccc(Br)cc1)CS2
  MITF primary: 12 | TEAD-YAP inh: 2 | FBW7 activator: 0.2 | GPR151 activ: -2.4

# Next part:
# Values in the order – MITF primary | TEAD-YAP inh | FBW7 activator | GPR151 activ
> CCOc1ccc(NC(=O)CNC(=O)c2ccccc2Cl)cc1
    5 | -10 | 0.0 | -1.1
> O=C(Nc1cccnc1)c1ccc2c(c1)[nH]c(=O)n2CCc1ccccc1
    -2 | -3 | 0.0 | -0.7
> O=C(O)c1cccc(NC(=O)c2cccc(Br)c2)c1
    13 | -14 | 0.0 | -0.5
> COc1ccc(C(CC(=O)Nc2nc(C)cs2)N2Cc3ccccc3C2=O)cc1 (stereo not given)
    -2 | 2 | -0.1 | 1.5
> Cc1ccc(S(=O)(=O)N2CCCC2CNC(=O)C(=O)NCCC(C)C)cc1 (stereo not given)
    -2 | 11 | -0.3 | 3.3
> Cc1ccc(C(CNC(=O)c2ccc(C)c(C)c2)N2CCN(C)CC2)cc1 (stereo not given)
    -1 | 5 | 0.0 | 0.3
> COc1cccc(C2C(C(=O)OCCOc3ccccc3)=C(C)NC3=C2C(=O)CCC3)c1OC (stereo not given)
    -9 | 3 | 0.0 | -0.5
> COC(=O)c1ccc2c(=O)n(CCc3ccc(OC)c(OC)c3)c(SCC(=O)NCCc3ccc(OC)c(OC)c3)nc2c1
    8 | 1 | 0.2 | -0.8
> CC(CN1CCOCC1)OC(=O)COc1ccc(Cl)cc1Cl (stereo not given)
    -1 | -5 | 0.1 | 1.1
> C/C(N)=C(/C#N)C(=O)COC(=O)c1ccc2c(c1)C(=O)N(c1ccccc1Cl)C2=O
    11 | 12 | 0.2 | -1.1
> O=C(Nc1ccc(N2CCCCC2)cc1)c1ccc(Br)o1
    25 | 49* | 0.4 | -7.8
> COc1ccccc1C(=O)N/C(=C\c1ccc([N+](=O)[O-])cc1)C(=O)Nc1ccc(Cl)cc1
    -4 | 3 | -0.1 | -1.2
> Cc1nc(SCC(=O)c2ccc3c(c2)OCCO3)c2c(C)c(C)sc2n1
    21 | 11 | -0.1 | -0.9
> CC1CC(C)(C)NC(=S)N1CCCC(=O)NCc1ccc2c(c1)OCO2 (stereo not given)
    1 | -6 | -0.1 | 0.1
> O=C1CCC(CCNCc2ccccc2F)N1CCCc1ccncc1 (stereo not given)
    -3 | 3 | -0.1 | 0.0
> COc1cccc(NC(=O)NCC(c2ccsc2)N2CCCCCC2)c1OC (stereo not given)
    7 | 4 | 0.8 | 0.1
> CC(=Nc1ccccc1)c1c(O)[nH]c(=S)[nH]c1=O
    12 | -3 | -0.1 | 0.6
> C[C@H]1NC(=O)[C@@H]2C[C@H](NC(=O)c3cc(F)c(F)cc3F)CN2C1=O
    0 | 4 | -0.1 | 0.0
> O=C(/C=C\c1ccco1)Oc1ccc(/C=N\NC(=O)c2cncc(Br)c2)cc1
    -21 | -3 | 0.0 | -0.6
> N#CC1=C(N)OC2=C(C(=O)CC(c3ccco3)C2)C1c1ccc(OCc2ccccc2F)cc1 (stereo not given)
    9 | -16 | 0.0 | -2.4
> COc1ccccc1N1CCN(CCN2C(=O)CC3(CCCC3)CC2=O)CC1
    -9&3 | 7 | 0.0&0.0 | -0.7&1.2
> COc1ccc(C2=CC(c3cccc(Br)c3)n3nc(CCCO)nc3N2)cc1 (stereo not given)
    -4 | 2 | -0.1 | 0.6
> COC(=O)c1ccccc1NC(=O)Cn1ccc([N+](=O)[O-])n1
    -1 | -15 | 0.0 | 0.6
> COc1ccc(-c2noc(CNS(=O)(=O)c3ccc(F)cc3)n2)cc1
    14 | 1 | 0.0 | -1.1
> Cn1nc([N+](=O)[O-])nc1Sc1nnnn1-c1ccccc1
    23 | 4 | 0.4 | -1.5
> CCCCC(CC)CNS(=O)(=O)c1ccc2c(c1)CCN2C(=O)CC (stereo not given)
    4 | 7 | 0.1 | -0.2
> O=C(Nc1ccc2c(c1)C(=O)N(c1ccccc1)C2=O)C1CC1
    18 | 18 | 0.0 | 0.6
> COCCCNC(=O)c1cccc(OC2CCN(C(=O)C3CC3)CC2)c1
    4 | 1 | 0.1 | 0.6
> COc1ccccc1NC(C(N)=O)c1ccc(Br)cc1 (stereo not given)
    24 | 5 | 0.5 | 1.2
> Cc1onc(-c2ccccc2)c1C(=O)Nc1nnc(-c2ccncc2)s1
    -4 | 8 | 0.1 | -0.8
> Cc1ccc(CNC(=O)CCc2nnc(CCc3c[nH]c4ccccc34)o2)o1
    -5 | -10 | 0.0 | -1.0
> CC(=O)c1ccc(NC(=O)CSc2nnc(-c3ccc([N+](=O)[O-])cc3)n2C)cc1
    -17 | -27 | -0.1 | -0.1
> COc1ccc(N2CCN(c3ccc([N+](=O)[O-])cc3)CC2)cc1
    -4 | -3 | -0.1 | 0.4
> C/C(=N\OCC(=O)Nc1sc2c(c1C#N)CCCC2)c1ccccc1
    -5 | 9 | 0.0 | 0.6
> NC(=O)c1ccsc1NC(=O)c1nc2ccccc2s1
    0 | -37 | -0.1 | -8.0
> COCCNc1nc(-c2ccc(SC)cc2)ccc1C(=O)N1CCN(C)CC1
    -12 | -7 | 0.0 | -1.3
> CCCCCCCC(=O)NNC(=O)c1cccc([N+](=O)[O-])c1
    8 | -2 | 0.1 | -0.7
> C[C@@H]1NC(=O)[C@@H]2C[C@H](NC(=O)Nc3ccccc3)CN2C1=O
    -16 | -12 | 0.2 | -0.5
> O=[N+]([O-])c1cc(C(F)(F)F)ccc1N1CCc2ccccc21
    29 | 9 | -0.5 | -0.6
> O=C1C2C3c4ccccc4C(c4ccccc43)C2C(=O)N1c1cccc(O)c1 (stereo not given)
    1 | 2 | -0.4 | 3.9
> O=C(c1ccc(Cn2cccn2)o1)N1CCCC1c1nc2ccccc2[nH]1 (stereo not given)
    16 | 6 | -0.3 | 2.5
> CCCCCC(=O)Nc1ccc([N+](=O)[O-])cc1O
    7 | -2 | -0.2 | -0.6
> CCN1CCN(c2cc(C)c3cc(NC(=O)Cn4nc(C(F)(F)F)c(Br)c4C)ccc3n2)CC1
    -7 | -1 | 0.1 | -0.3
> CCOc1ccc2ccccc2c1CNc1nnnn1CC
    -23 | -6 | 0.0 | 0.1
> COc1cc(C2c3c(oc4ccc(Cl)cc4c3=O)C(=O)N2C)cc(OC)c1OC (stereo not given)
    -2 | -8 | 0.0 | 0.3
> CCOC(=O)c1sc(-c2ccccc2)cc1NC(=O)c1cc(C)n(C)n1
    0 | 1 | 0.0 | 0.6
> C=CCOn1c(=O)c(-c2ccc(OC)c(OC)c2)[n+]([O-])c2ccccc21
    -4 | -3 | -0.8 | 0.9
> O=c1cc(N2CCOCC2)c2ccccc2o1
    -2 | -2 | 0.5 | -0.1
> COCCNC(=O)c1ccc(-c2ccccc2OC)nc1N(C)C
    -1 | -14 | -0.2 | -0.7
> CS(=O)(=O)c1cncnc1C1CCCN(CC(=O)NCc2ccco2)C1 (stereo not given)
    6 | -3 | -0.1 | 0.6

# Continued:
# Values in the order – MITF primary | TEAD-YAP inh | FBW7 activator | GPR151 activ
> O=C1CCC(CCC(=O)N2CCN(C/C=C/c3ccccc3)CC2)(Cc2ccco2)N1 (stereo not given)
    4 | -13 | -0.1 | 0.3
> Cc1ccc(C)c(NC(=O)c2c(O)c3ccccc3[nH]c2=O)c1
    0 | -8 | 0.2 | -0.4
> Cc1[nH]c2ccccc2c1C(c1ccncc1)N1CCC(C)CC1 (stereo not given)
    -1 | -2 | -0.2 | -0.3
> CS(=O)(=O)c1ccc(Cl)c(NC(=O)COC(=O)c2cc(=O)c3ccccc3o2)c1
    10 | 12 | 0.0 | 1.9
> Cc1nc2sccn2c1C(=O)c1ccc(-c2ccccc2)cc1
    -10 | 30 | -0.1 | -0.5
> CCc1ccc2nc(N3CCCN(C(C)=O)CC3)c(C#N)cc2c1
    5 | 4 | 0.0 | -0.2
> Cc1cc(C(=O)Cn2c(C(C)O)nc3ccccc32)c(C)n1CC1CCCO1 (stereo not given)
    8 | 3 | 0.2 | -1.6
> CNC(=O)c1ccc2nc(N3CCOCC3)sc2c1
    1 | -45 | -0.1 | -2.9
> CC1CCN(C(=O)c2cccc3c2-c2ccccc2C3=O)CC1
    16 | -5 | -0.1 | -0.6
> Cc1cccc(/C=N/NC(=O)Nc2ccccc2)c1
    -4 | -42 | -0.1 | 2.9
> COC(=O)C1=C(C)N(C)C(=O)NC1c1ccc(Br)cc1 (stereo not given)
    9 | 11 | 0.4 | 5.2*
> CC1=CC(C)(C)N(C(=O)CNCc2ccc3c(c2)OCO3)c2cc(C)ccc21
    7 | -7 | -0.1 | 1.1

# High-throughput results deposited in PubChem by The Scripps Research Institute Molecular Screening Center.
